Screens (PubChem)
GPT2 inh: Primary qHTS assay for inhibitors of Glutamate pyruvate transaminase 2 (GPT2); Alanine aminotransferase 2 (Homo sapiens), Q8TD30; Potency, µM (series often up to 57.7 µM), without a hit: top-dose activity change, negative = inhibition, most hits filed as inhibitors; Recombinant GPT2, coupled pyruvate oxidase/HRP Amplex Red fluorescence; 100,000 compounds, 0.25% hits; note: potency is the fitted concentration of half-maximal effect; nearly all actives have a fitted effect of over 60% in size; many of its hits are not listed in these tables
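Inhibition is scored from Amplex Red fluorescence generated when pyruvate oxidase and HRP act on pyruvate released by GPT2. Reactions contain 10ng/uL enzyme, 250uM a-KG and 2mM L-alanine and run 30 min at room temperature.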
HEK293 tox: Cytotoxic Profiling in HEK 293 Cell Line of Diverse Libraries Using Quantitative High-Throughput Screening | Potency, µM (top dose mostly 115 µM), inactives show at the top dose activity change, negative = cytotoxicity, usual class: inhibitors | HEK 293 viability, ATP luminescence (CellTiter-Glo), 48-72 h | AID 1345083, 2018 | 94,000 compounds, 6.6% hits; note: potency is the fitted concentration of half-maximal effect; nearly all actives have a fitted effect of over 60% in size
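250 HEK 293 cells/well; compound by pintool; incubated 48 or 72 hr at 37 degree Celsius; CellTiter-Glo added, 10 min RT, luminescence imaged.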
NIH3T3 tox: Cytotoxic Profiling in NIH 3T3 Cell Line of Diverse Libraries Using Quantitative High-Throughput Screening | NIH 3T3 viability, CellTiter-Glo ATP luminescence, 48-72 h | Potency, µM (doses to about 96.7 µM), for inactives: at the top dose activity change, negative = cytotoxicity, hits mostly inhibitors | 94,000 compounds, 4.3% hits; note: potency is the fitted concentration of half-maximal effect; nearly all actives have a fitted effect of over 55% in size
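ATP-dependent luminescence (CellTiter-Glo) served as the viability signal for NIH 3T3 cells treated with compound for 48 or 72 hr at 37 °C.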
Luciferase inh: Firefly luciferase inhibition profiling of diverse chemical library using quantitative high-throughput screening. Luciferin 4-monooxygenase (Photinus pyralis), P08659. purified P. pyralis luciferase, luminescence, biochemical. Potency, µM (doses to about 115 µM), inactives show at the top dose activity change, negative = inhibition, actives largely listed as inhibitors. 76,000 compounds, 2.5% hits; note: potency is the fitted concentration of half-maximal effect; nearly all actives have a fitted effect of over 65% in size
Target sequence (P08659 whole entry, looked up): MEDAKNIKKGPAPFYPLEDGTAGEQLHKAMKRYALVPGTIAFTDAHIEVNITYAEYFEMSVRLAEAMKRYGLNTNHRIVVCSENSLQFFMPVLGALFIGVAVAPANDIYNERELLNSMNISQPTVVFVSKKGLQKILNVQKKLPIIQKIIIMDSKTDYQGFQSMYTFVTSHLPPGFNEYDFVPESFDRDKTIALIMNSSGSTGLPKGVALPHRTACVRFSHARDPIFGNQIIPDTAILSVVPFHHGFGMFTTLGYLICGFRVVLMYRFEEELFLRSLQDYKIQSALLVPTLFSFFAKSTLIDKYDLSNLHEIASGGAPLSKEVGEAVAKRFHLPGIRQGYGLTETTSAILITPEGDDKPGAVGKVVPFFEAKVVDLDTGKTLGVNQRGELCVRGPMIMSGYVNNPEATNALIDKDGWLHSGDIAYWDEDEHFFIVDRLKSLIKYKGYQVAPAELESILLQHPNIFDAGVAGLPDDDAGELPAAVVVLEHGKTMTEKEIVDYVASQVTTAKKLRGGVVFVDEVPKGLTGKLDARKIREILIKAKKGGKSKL
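Purified P. pyralis luciferase (10nM final) in 50mM Tris acetate pH 7.5, 10mM Mg acetate, 0.01% Tween-20, 0.05% BSA with 10uM D-luciferin and 10uM ATP. Compounds titrated qHTS. Luminescence imaged on CCD.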
SNCA viab count: GF-AFC viability counterscreen for inhibitors of alpha-synuclein gene (SNCA) expression; 150,000 compounds, 0.12% hits; HEK-293-SNCA-luc viability, GF-AFC fluorescence, 24 h; Potency, µM (top dose mostly 57.1 µM), inactives show top-dose activity change, negative = cytotoxicity, most hits filed as cytotoxic;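 note: potency is the fitted concentration of half-maximal effect; 0% = DMSO-treated cells and -100% = medium-only wells without cells; nearly all actives have a fitted effect of over 30% in size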
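HEK-293-SNCA-luc cells (1500/well) plated 24 h, then exposed 24 h to a dilution series; GF-AFC added 30 min at 37C, fluorescence 405/540 nm; normalised to medium-only and DMSO wells, Hill fit.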
IP6K1 inh: Primary qHTS assay for small molecule inhibitors of Inositol hexaphosphate kinase 1 (IP6K1) | IP6K1 kinase, ADP-Glo luminescence, 2 h; hits give low values | activity change, % (series mostly up to about 58 µM) | 140,000 compounds, 0.81% hits | AID 1645851, 2021; in the data active = activity change below about -25%
Target sequence (Q92551 whole entry, looked up): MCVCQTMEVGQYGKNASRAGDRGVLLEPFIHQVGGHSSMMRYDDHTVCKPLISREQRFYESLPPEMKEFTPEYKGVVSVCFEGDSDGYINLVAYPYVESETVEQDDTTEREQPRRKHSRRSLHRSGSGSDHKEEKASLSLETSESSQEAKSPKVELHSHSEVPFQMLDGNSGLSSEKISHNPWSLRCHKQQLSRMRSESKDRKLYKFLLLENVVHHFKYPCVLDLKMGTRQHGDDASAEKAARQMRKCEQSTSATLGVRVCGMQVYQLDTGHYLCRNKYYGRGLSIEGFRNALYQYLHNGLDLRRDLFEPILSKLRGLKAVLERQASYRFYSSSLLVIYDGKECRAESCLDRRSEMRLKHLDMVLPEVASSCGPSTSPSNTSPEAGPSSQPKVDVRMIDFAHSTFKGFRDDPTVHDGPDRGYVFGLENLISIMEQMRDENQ
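ADP-Glo luminescence measures ADP made by human IP6K1 during a 2 h RT reaction with ATP/IP6 (mix at 1.3 mM/130 uM); top library doses 57.5 and 19.1 uM final.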
SNCA expr inh: Primary qHTS assay for inhibitors of alpha-synuclein gene (SNCA) expression; 140,000 compounds, 0.17% hits; HEK-293 SNCA-luciferase knock-in, luminescence, 24 h; AID 1671194, 2021; Potency, µM (doses to about 57.2 µM), without a hit: top-dose activity change, negative = inhibition, hits mostly inhibitors;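 note: potency is the fitted concentration of half-maximal effect; plate controls were DMSO cells for no effect and cell-free wells for full effect; nearly all actives have a fitted effect of over 45% in size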
Numbers without * were called inactive; i = inactive; u = inconclusive; x = not tested or not shown; & = joins results of further samples; [ ] = another dose, or the depositor's remark. Unless noted, calls come from the whole dose curve; as a rule, active = well fitted curve in the direction sought with a large enough effect; inconclusive = small, poorly fitted or top-dose-only effect, or another doubt; inactive = no such curve, though single readings can be large; an effect the other way counts as inactive or inconclusive. Unless noted, % is set by controls: 0 for no effect and ±100 for the full control effect. Some of the compounds tested; the hit share may differ from the screen's.

Values in the order – GPT2 inh	HEK293 tox	NIH3T3 tox	Luciferase inh	SNCA viab count	IP6K1 inh	SNCA expr inh
> c1cn(-c2ccc(OCC3CCCO3)cc2)c(-c2cc3n(n2)CCNC3)n1 (stereo not given)
  2.3%	-6.4%	-3.7%	-4.0%	-3.9%	-2.9	-24.9%
> Cc1ccc(C(=O)N2CCC(c3nn(-c4ccc(Cl)cc4)c(=O)[nH]3)CC2)cc1
  i	u	u	6.5%	8.4%	-5.7	u
> O=C(c1cc(-c2ccc(O)cc2)n[nH]1)N1CCCC(CCc2ccc(F)cc2)C1 (stereo not given)
  -5.5%	u	u	1.2%	-22.3%	5.3	u
> CNC(=O)c1cc(C)nc2onc(C3CCN(C(=O)c4ccccc4F)CC3)c12
  x	-12.3%	-21.6%	x	x	4.8	x
> O=C(c1ccccc1-c1ccccc1F)N1CCCC(CO)(Cc2ccccc2F)C1 (stereo not given)
  3.2%	u	u	0.0%	3.1%	4.5	-5.6%
> CCS(=O)(=O)NCC(c1ccco1)N1CCN(c2ccc(F)cc2)CC1 (stereo not given)
  x	x	x	x	19.6%	4.7	12.4%
> CCC(=O)Nc1ccc2nc(SCCOc3cccc(C)c3)sc2c1
  x	x	x	x	6.8%	19.9	-21.7%
> CC(C)c1nc2c(c(-c3ccc(Cl)cc3)n1)CCN(Cc1ccc(N(C)C)cc1)CC2
  i	-29.6%	-7.5%	x	-4.9%	-1.1	u
> CCOc1ccc(CCCC(=O)N2CC[C@@](C)(O)[C@@H](O)C2)cc1C
  4.0%	-5.0%	u	-23.8%	1.9%	-5.0	-8.3%
> Cc1noc([C@@H]2CC(F)(F)CN2C(=O)c2ccoc2C)n1
  i	i	3.9%	1.5%	1.5%	23.0	-5.1%
> C#CCNC(=O)C[C@@H]1c2nc(NC(=O)C(C)(C)C)sc2C[C@@H]2[C@](C)(CO)[C@H](O)CC[C@]21C
  0.1%	-10.1%	-9.5%	-5.5%	-0.8%	-5.7	-13.4%
> CC(C)CNc1ccc2c(n1)C(C)(C(=O)NC1CCC(O)CC1)CN(Cc1ccccc1)C2 (stereo not given)
  0.3%	u	44.7µM*	-21.4%	-18.5%	-0.7	u
> OCc1cc(CC2(NCC3CC3)COC2)no1
  u	-11.5%[230 µM]	-13.4%[230 µM]	0.1%[230 µM]	5.1%[87.6 µM]	17.2	u
> O=C(NCc1ccc(Cl)cc1)c1ccc(N2CC3CC(C2)[C@H]2CCCC(=O)N2C3)nc1 (stereo not given in full)
  u	u	u	6.5%	-4.0%	16.4	-0.3%
> Cc1ccc(-c2cn3c(n2)sc2cc(C(=O)NC4CCCc5ccccc54)ccc23)cc1 (stereo not given)
  x	x	x	x	-2.8%	-4.4	131.7%[activator]

Carrying on:
Values in the order – GPT2 inh	HEK293 tox	NIH3T3 tox	Luciferase inh	SNCA viab count	IP6K1 inh	SNCA expr inh
> COc1ccc(-c2nnc(SCC(=O)Nc3cccc(C(F)(F)F)c3)nc2-c2ccc(OC)cc2)cc1
  x	x	x	x	-4.7%	-12.6	36.1%[activator]
> COc1ccc(-c2cc3c(cn2)CN(Cc2ccccc2)CCN3)cc1OC
  i	u	44.7µM*	u	-21.0%[87.6 µM]	-12.5	101.6%[activator][87.6 µM]
> CCc1cnc2c(c1SC(C(C)=O)C(=O)N(C)C)c(=O)n(C)c(=O)n2C (stereo not given)
  x	x	x	x	-9.2%	-9.7	-5.5%
> Cc1ccc(CN2CCc3ncc(C(=O)NCc4ccccc4)n3CC2)o1
  4.8%[88.5 µM]	u	u	1.2%[172 µM]	u	-3.9	u
> Fc1ccc2nc(CO[C@H]3CN(Cc4cnc5ccccc5c4)C[C@H]3F)[nH]c2c1
  -2.4%[88.5 µM]	70.8µM*	u	-9.8%[172 µM]	-15.0%[87.6 µM]	7.9	-16.8%[87.6 µM]
> CC1(C(=O)NCc2cnccn2)CCCc2cnc(NCc3ccccc3)nc21 (stereo not given)
  3.0%[88.5 µM]	-4.0%[172 µM]	89.1µM*	1.8%[172 µM]	7.5%[87.6 µM]	-2.3	-26.4%[87.6 µM]
> O=C(NCc1cccnc1)C1=NOC2CN(C(=O)Nc3cccnc3)CC12 (stereo not given)
  -3.1%	-1.5%	i	x	-7.9%	13.0	-10.2%
> CC(=O)c1ccc(N2CCN(c3ccc(NC(=O)c4cccs4)cc3C(=O)O)CC2)cc1
  x	x	x	x	-2.9%	-18.0	5.1%
> COc1ccccc1N1CCN(c2nc(-c3ccc(C)cc3)nc3ccccc23)CC1
  x	x	x	x	-11.9%	-3.3	-24.6%
> O=C1CC(c2noc(Cc3ccc(F)cc3)n2)CN1c1ccc(F)c(Cl)c1 (stereo not given)
  -34.5%	22.4µM*	17.8µM*	-11.2%	-16.9%	3.7	19.7%
> CC[C@H]1CN(S(=O)(=O)c2ccccc2)CC[C@H]1CC(=O)N(C)CCC#N
  -0.7%[88.5 µM]	-19.1%[172 µM]	-24.4%[174 µM]	2.8%[172 µM]	8.8%[87.6 µM]	-3.4	0.4%[87.6 µM]
> CCc1n[nH]c(CC2CCN(C(=O)Cc3c[nH]c4ccccc34)CC2)n1
  i	i	i	6.3%	-2.2%	10.3	15.1%
> CCOC(=O)c1cc(NC(=O)c2ccc(F)cc2)c(=O)n2c1oc1ccccc12
  x	x	x	x	u	1.9	-7.4%
> COc1ccc2c(c1)CCc1sc(NC(=O)c3cccc(Br)c3)nc1-2
  x	x	x	x	-10.3%	1.9	-12.2%
> CN(Cc1cccc(C(F)(F)F)c1)Cc1ccccc1OC(F)(F)F
  i	-2.9%	-9.4%	x	-1.8%	17.7	0.1%

Next part
Values in the order – GPT2 inh	HEK293 tox	NIH3T3 tox	Luciferase inh	SNCA viab count	IP6K1 inh	SNCA expr inh
> Cc1ccc(CNC(=O)c2ccc(-n3cnc4cccnc43)cc2)cc1
  x	x	x	x	3.4%	38.1	-19.3%
> O=C(O)CCc1nc2ccccc2[nH]1
  i	x	x	x	u	-17.3	20.5%[25.6 µM]
> COc1cc(NC(=O)c2cc(S(=O)(=O)N3CCc4ccccc43)cn2C)cc(OC)c1OC
  x	x	x	x	8.0%	16.9	-7.3%
> CC1(C)CN(C(=O)c2cccc(-c3ncc[nH]3)c2)CC1(C)O (stereo not given)
  1.5%	-20.8%	-4.4%	3.2%	-3.4%	10.7	-11.2%
> COC1CCOC2(CCN(C(=O)c3ccco3)CC2)C1 (stereo not given)
  i	0.2%	0.7%	4.1%	8.2%[12.5 µM]	-5.0	14.8%
> Cc1ccc(Cl)cc1N(C)C(=O)c1cc2c(Cl)nc3ccccc3c2s1
  x	x	x	x	4.0%	31.3	-6.6%
> CC(C)N1C[C@H](O)C[C@H]1c1nnc2n1CCN(C(=O)c1n[nH]c3ccccc13)CC2
  0.8%	-18.2%	-13.5%	-1.8%	-6.9%	4.7	-3.5%
> O=C(CCc1c[nH]c2ccccc12)N1CCC[C@H]1c1nc(-c2ccc(F)cc2)n[nH]1
  i	39.8µM*	u	x	u	14.9	-19.2%
> COc1ccc(Cl)cc1NC(=O)Cn1nc2c(cc1=O)CCCCC2
  i	14.7%	i	6.6%	-2.0%	11.5	1.4%
> Cc1cccc(-c2noc(-c3ccc(N4CCOCC4)c([N+](=O)[O-])c3)n2)c1
  x	x	x	x	6.4%	-7.8	-21.2%
> CC(=O)Nc1cccc(-c2n[nH]c3c2CC(=O)N(CCOc2ccccc2)C3)c1
  -12.4%[88.5 µM]	u	35.5µM*	-26.5%[172 µM]	-1.6%[87.6 µM]	1.3	47.9%[activator][87.6 µM]
> Cc1ccccc1-c1nc(C2CC(=O)N(c3ccc(Cl)cc3)C2)no1 (stereo not given)
  i	u	u	6.1%	0.1%	1.7	-3.3%
> CC(C)[C@H]1CC[C@@]2(O)COC(=O)[C@H]2[C@@H]1/C=C(\CO)C(=O)O
  i	x	x	x	7.9%	1.9	x
> CNC(=O)c1cc(C)nc2onc(C3CCN(C(=O)Cc4ccccn4)C3)c12 (stereo not given)
  x	-0.6%	-12.2%	x	x	-1.9	x
> COc1cccc(C2Cn3nnc(-c4nc(-c5ccc(Cl)cc5)no4)c3CO2)c1 (stereo not given)
  i	4.1%	0.4%	0.0%	8.5%	-11.3	-0.8%

(continued)
Values in the order – GPT2 inh	HEK293 tox	NIH3T3 tox	Luciferase inh	SNCA viab count	IP6K1 inh	SNCA expr inh
> CC(C)CNc1ccc2c(n1)C(C)(C(=O)Nc1ccn(C)n1)CN(Cc1ccccc1)C2 (stereo not given)
  i	u	u	-3.4%[172 µM]	-24.7%[87.6 µM]	10.3	-28.7%[87.6 µM]
> O=C1CCCCC(C(=O)N2CCCCC2)N1 (stereo not given)
  i	11.9%	i	1.1%	5.3%	20.5	-4.1%
> O=C(Nc1cccc(F)c1)N1CCC(N2CC3CC(C2)[C@H]2CCCC(=O)N2C3)CC1 (stereo not given in full)
  -16.2%	4.0%	-0.8%	0.7%	-1.3%	34.9	-13.8%
> CNC(=O)c1cn2c(n1)CN(C(=O)c1ccccc1)CC2
  0.6%[88.5 µM]	i	i	x	0.3%[87.6 µM]	15.6	u
> OC(CN1CCN(c2cccc(Cl)c2)CC1)C(c1ccccc1)c1ccccc1 (stereo not given)
  -17.0%	x	x	x	15.6%&6.7%&0.6%	9.1	6.9%&-8.1%
> CCOc1ccccc1NC(=O)CSc1nc(-c2cccs2)cc(C(F)(F)F)n1
  x	x	x	x	16.1%	19.0	14.0%
> CCCc1noc(-c2cccn3c(CNC(=O)CCC4CCCC4)nnc23)n1
  i	i	i	-1.4%	-1.9%	4.9	-3.2%
> COc1ccc(NC(=O)C2CCCN2S(=O)(=O)c2ccc3nc(-c4ccccc4)[nH]c3c2)cc1 (stereo not given)
  x	x	x	x	-7.9%	14.6	7.2%
> COc1cccc(-c2cc(C(=O)NCCc3ccc(F)cc3)c3cnn(C)c3n2)c1
  x	u	-20.2%	x	x	2.3	x
> O=C(NC1CC1)C1COC2(CCN(C(=O)c3ccc(Cl)cc3)CC2)N1C(=O)c1cccc(F)c1 (stereo not given)
  i	-29.5%	u	-3.2%	2.5%	2.5	-8.0%
> O=C(Cn1nc2c(cc1=O)CCCCC2)Nc1ccccc1Cl
  i	-6.5%	0.1%	-5.4%	-2.8%	8.0	52.1%[activator]
